Rab9 promoter act: Rab9 promoter activation. Huh7 Rab9 promoter-luciferase reporter, luminescence, 24 h. 320,000 compounds, 2.8% hits. Potency, µM (doses to about 9.22 µM), without a hit: top-dose activation, negative = inhibition, usual class: activators; further: potency means the concentration at half of the fitted maximal effect; % of control where 0% means no effect; nearly all actives have a fitted effect of over 60% in size
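Huh7 reporter line, Rab9 promoter upstream of luciferase. Compound exposure 24 h at 37 °C in reduced-serum medium with 10% FBS. Read-out: luminescence.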
KCNH2 3.1 inh: KCNH2 3.1 (human) potassium channel inhibition | 340,000 compounds, 0.95% hits | activity change, % (tested at about 1.8 µM) | U2OS KCNH2 3.1, thallium flux FluxOr; stronger effect = lower value;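 active means maximum activity change below -70%; inconclusive means maximum activity change from -70% to -50%; inactive means maximum activity change above -50%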;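 further: thallium influx rate constant from kinetic fluorescence after stimulation buffer; on the % scale 0 is the no-effect control and ±100 the full control effect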
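Thallium flux read-out: FluxOr dye with Red40 quencher in HBSS/HEPES, 45 min at RT. Rate constants from kinetic reads were normalized to positive and negative DMSO controls. Cells: U2OS virally expressing the 3.1 isoform.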
Menin MLL FP TR: displaces Texas Red mutant MLL peptide from human menin; O00255; Menin + Texas Red MLL mutant peptide, fluorescence polarization; Potency, µM (top dose mostly 61.6 µM), without a hit: top-dose FP activity change, negative = inhibition, usual class: inhibitors; 270,000 compounds, 0.23% hits; AID 1768; active means well fitted inhibition curve with a large enough effect in the polarisation, with a control signal flat, not every such curve was filed as active; inconclusive means small, poorly fitted or top-dose-only effect, or effect the other way, or a change in a side signal; inactive means no such curve, though single readings can be large or run the other way; the % refers to the polarisation; further: potency means the concentration at half of the fitted maximal effect; % of control where 0% means no effect; many of its hits are not listed in these tables
MBNL1-CUG inh: MBNL1-poly(CUG) RNA binding inhibition; Potency, µM (titrated, usually from 57.5 µM), inactives show top-dose activity change, negative = inhibition, most hits filed as inhibitors; TR-FRET MBNL1-His/biotin-(CUG)12 binding, 665/545 ratio; AID 2675; 280,000 compounds, 0.036% hits; Q9NR56; active means well fitted inhibition curve with a large enough effect in the signal ratio, with a control signal flat, not every such curve was filed as active; inconclusive means small, poorly fitted or top-dose-only effect, or effect the other way, or a change in a side signal; inactive means no such curve, though single readings can be large or run the other way; the % refers to the signal ratio; further: potency means the concentration at half of the fitted maximal effect; on the % scale 0 is the no-effect control and ±100 the full control effect
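Inhibition of protein-RNA binding appears as loss of TR-FRET between terbium anti-His antibody on MBNL1-His and streptavidin-XL665 on biotin-(CUG)12. Activity is normalized to buffer-only and uninhibited-complex controls.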
ELG1 repair inh: inhibitors of ELG1-dependent DNA repair in HEK293T cells | HEK293T ELG1-luciferase reporter, luminescence, 16 h; DNA damage induced by 5-fluorouridine | Potency, µM (top dose mostly 46.1 µM), without a hit: at the top dose activity change, negative = inhibition, usual class: inhibitors | 330,000 compounds, 2.3% hits | AID 504467; further: potency means the concentration at half of the fitted maximal effect; on the % scale 0 is the no-effect control and ±100 the full control effect; nearly all actives have a fitted effect of over 55% in size
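Step one: seed 2,000 cells per well. Step two: pin-transfer compound or DMSO alongside 5-fluorouridine. Step three: incubate 16 hr, 37 °C, 5% CO2. Step four: add ONE-Glo, wait 30 min, read luminescence.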
NPC1 promoter act: activators of NPC1 promoter; Huh7 NPC1 promoter luciferase reporter, 24 h; Potency, µM (doses to about 9.22 µM), inactives show at the highest dose activation, most hits filed as activators; 320,000 compounds, 2.4% hits;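 further: potency means the concentration at half of the fitted maximal effect; % of control where 0% means no effect; nearly all actives have a fitted effect of over 60% in size; reporter is driven by a mutant NPC1 promoter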
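Luminescence read-out of NPC1 promoter-driven luciferase in stably transfected Huh7 cells; compounds delivered in DMSO and left 24 h at 37C, 5% CO2, qHTS titration format.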
PKM2 act: activators of human pyruvate kinase M2; P14618; purified PKM2, Kinase-Glo ATP luminescence, activation; response scale: 0% is enzyme alone, no compound; Potency, µM (doses to about 57.5 µM), for the others: at the top dose activation, actives largely listed as activators; 260,000 compounds, 0.34% hits; further: potency means the concentration at half of the fitted maximal effect; on the % scale 0 is the no-effect control and ±100 the full control effect; nearly all actives have a fitted effect of over 55% in size
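Purified hPK-M2 (>95%) run at intermediate activity with 0.1 mM ADP and 0.5 mM PEP in 50 mM imidazole pH 7.2, KCl, MgCl2; 1 h room temperature. ATP formed read by Kinase-Glo luminescence; normalized to uninhibited and no-enzyme controls.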
Mito fusion act: inhibitors of mitochondrial division or activators of mitochondrial fusion; Potency, µM (doses to about 46.1 µM), for inactives: at the top dose growth rescue (activation), most hits filed as activators; AID 485298; 320,000 compounds, 0.23% hits; S. cerevisiae fusion-defective mutant growth rescue, CellTiterGlo 48 h;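 further: potency means the concentration at half of the fitted maximal effect; % of control where 0% means no effect; nearly all actives have a fitted effect of over 45% in size; temperature-sensitive fusion mutants such as fzo1-1 at 37 °C on non-fermentable ethanol glycerol medium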
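Temperature-sensitive fusion-defective S. cerevisiae (e.g. fzo1-1, mgm1-5) were grown with compound in YPEG medium (3% ethanol, 3% glycerol) for 48 hours at 37C. Growth rescue was measured as viability by CellTiterGlo luminescence after 10 minutes at ambient.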
FLuc modulator: inhibits or activates purified firefly luciferase, miR-21 counter-screen; 360,000 compounds, 6.9% hits; P08659; Potency, µM (top dose mostly 57.5 µM), for inactives: top-dose activity change, negative = inhibition, hits mostly inhibitors; AID 588342; purified FLuc, Km substrates, luminescence inhibition;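 further: potency means the concentration at half of the fitted maximal effect; plate controls were vehicle for no effect and reference inhibitor for full effect; nearly all actives have a fitted effect of over 55% in size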
Target sequence (P08659 whole entry, looked up): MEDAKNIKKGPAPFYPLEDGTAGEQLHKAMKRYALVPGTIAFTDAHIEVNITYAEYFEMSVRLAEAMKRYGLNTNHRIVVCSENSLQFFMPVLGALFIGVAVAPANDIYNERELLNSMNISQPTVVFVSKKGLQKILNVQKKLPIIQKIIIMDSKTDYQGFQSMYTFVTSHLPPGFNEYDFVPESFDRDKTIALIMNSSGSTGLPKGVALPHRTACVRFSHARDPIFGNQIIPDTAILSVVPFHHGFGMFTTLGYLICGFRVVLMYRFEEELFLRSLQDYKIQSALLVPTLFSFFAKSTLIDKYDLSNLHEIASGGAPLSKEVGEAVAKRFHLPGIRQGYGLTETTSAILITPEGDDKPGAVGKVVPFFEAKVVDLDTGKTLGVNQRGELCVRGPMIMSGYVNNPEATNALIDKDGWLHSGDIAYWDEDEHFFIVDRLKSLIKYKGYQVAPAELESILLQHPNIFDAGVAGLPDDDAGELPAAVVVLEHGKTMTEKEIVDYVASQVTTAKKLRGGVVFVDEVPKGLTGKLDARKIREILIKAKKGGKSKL
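Purified P. pyralis luciferase (10nM final) with 10uM D-luciferin and 10uM ATP (Km levels) in 50mM Tris acetate pH 7.5, 10mM Mg acetate, 0.01% Tween-20, 0.05% BSA; qHTS 6-point titration, ~60 µM downward; luminescence read.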
Gal4-VP16 FLuc: counter-screen for ROR gamma inhibitors: Gal4-VP16 reporter. Drosophila S2 Gal4-VP16 UAS-luciferase, luminescence, 20 h. Potency, µM (series often up to 53.6 µM), for inactives: at the top dose activity, negative = inhibition, usual class: inhibitors. 310,000 compounds, 3.5% hits. AID 2546;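 further: Gal4-VP16 expression switched on by copper sulfate through the metallothionein promoter; potency means the concentration at half of the fitted maximal effect; on the % scale 0 is the no-effect control and ±100 the full control effect; nearly all actives have a fitted effect of over 50% in size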
RORgamma inh: inhibitors of mouse ROR gamma transcriptional activity | Potency, µM (doses to about 53.6 µM), for inactives: at the highest dose activity change, negative = inhibition, actives largely listed as inhibitors | AID 2551 | Drosophila S2 Gal4-RORgamma UAS-luciferase reporter, 20 h | P51450 | 310,000 compounds, 5.4% hits; further: potency means the concentration at half of the fitted maximal effect; on the % scale 0 is the no-effect control and ±100 the full control effect; nearly all actives have a fitted effect of over 60% in size
Target sequence (P51450 whole entry, looked up, the tested form may be a part): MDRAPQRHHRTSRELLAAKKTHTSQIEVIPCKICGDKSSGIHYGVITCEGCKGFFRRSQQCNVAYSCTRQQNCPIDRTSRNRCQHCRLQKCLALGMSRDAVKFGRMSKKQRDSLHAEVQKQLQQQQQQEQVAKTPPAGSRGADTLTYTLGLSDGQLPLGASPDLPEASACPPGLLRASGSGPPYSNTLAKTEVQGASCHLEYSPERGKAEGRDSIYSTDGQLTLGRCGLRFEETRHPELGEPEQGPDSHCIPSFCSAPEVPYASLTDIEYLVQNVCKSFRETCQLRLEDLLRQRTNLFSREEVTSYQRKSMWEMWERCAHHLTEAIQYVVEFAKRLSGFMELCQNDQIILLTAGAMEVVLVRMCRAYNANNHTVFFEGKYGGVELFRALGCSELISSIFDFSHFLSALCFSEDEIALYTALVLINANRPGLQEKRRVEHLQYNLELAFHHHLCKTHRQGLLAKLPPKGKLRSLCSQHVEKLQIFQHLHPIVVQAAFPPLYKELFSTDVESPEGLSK
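Luciferase reporter read in Schneider cells carrying Gal4-RORγ (mouse) and UAS-Photinus luciferase; cells given compound 1 h before 700 uM copper sulfate induction, then incubated 20 h at ambient temperature.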
Numbers without * were called inactive; ? = inconclusive; nt = no result given; [ ] = remark or other dose. Unless noted, the call rests on the fitted dose curve; in most records, active means well fitted curve in the direction sought with a large enough effect; inconclusive means small, poorly fitted or top-dose-only effect, or another doubt; inactive means no such curve, though single readings can be large; an effect the other way counts as inactive or inconclusive. An excerpt; count on the stated rates, not on these rows.

SMILES	Rab9 promoter act	KCNH2 3.1 inh	Menin MLL FP TR	MBNL1-CUG inh	ELG1 repair inh	NPC1 promoter act	PKM2 act	Mito fusion act	FLuc modulator	Gal4-VP16 FLuc	RORgamma inh
Cn1c(=O)c2c(nc(N/N=C/c3cccnc3)n2Cc2ccc(F)cc2)n(C)c1=O	-0.2%	-9.9	nt	nt	2.3%	-3.2%	-7.3%	2.3%	-0.2%	-14.8%	-11.9%
c1ccc(-c2ccc(-c3cn4c(n3)CCC4)cc2)cc1	?	-8.6	-8.7%	17.8%	?	0.447µM*	-4.9%	0.8%	0.849µM*	11.2µM*	?
COc1ccc(C2CC(=O)c3cnc(NC(=O)c4ccco4)nc3C2)cc1 (centres undefined)	-1.7%	nt	nt	?	10.3%	0.7%	-0.3%	1.1%	3.0%	10.4%	42.1%
Cc1ccc(S(=O)(=O)N2CCCCC2)cc1NC(=O)CSc1nnnn1C	-5.5%	-9.0	nt	3.5%	-0.2%	-1.2%	-8.5%	-4.0%	-0.1%	4.0%	36.3%
CS(=O)(=O)c1ccc2nc(NC(=O)c3cccs3)sc2c1	0.398µM*	nt	30.1%[activator]	-2.9%	?	0.398µM*	-35.7%	8.5%	0.675µM*	8.91µM*	14.1µM*
COCCNc1nc2c(-c3cccc(C(F)(F)F)c3)nnn2c2ccccc12	1.6%	0.1	9.4%	-5.6%	10.0%	4.1%	nt	2.6%	-2.7%	11.5%	-21.5%
CC(C)(C)NC(=O)C(=O)NNC(=O)c1cccc([N+](=O)[O-])c1	17.2%	3.3	8.7%	?	?	10.8%	-1.6%	-0.3%	?	-5.8%	-4.6%
CCn1c(SCC(=O)c2ccc(O)c(O)c2)nnc1-c1ccccc1	-7.9%	11.0	-2.3%	0.1%	?	-1.8%	-1.7%	-0.9%	?	17.2%	16.3%
COc1ccc(-c2n[nH]c(C)c2-c2ccccc2OC)c(O)c1	-13.0%	-2.3	?	2.0%	?	-2.8%	nt	15.6%	2.2%	?	8.91µM*
Cn1c(NC(=O)c2ccccc2)nc2ccccc21	2.82µM*	9.7	0.5%	-3.4%	?	2.82µM*	-19.7%	-5.7%	6.75µM*	1.26µM*	1µM*
CCN(CC)C(=O)c1sc(NC(=O)c2ccco2)c(C#N)c1C	-4.8%	6.7	4.7%	14.7%	3.8%	1.1%	-6.6%	4.1%	?	-4.2%	-11.0%
O=C(NCc1nnc2c3ccccc3c(-c3ccccc3)nn12)c1ccc(Cl)cc1	-7.6%	-25.6	-3.9%	25.2%	?	-1.3%	1.3%	?	2.0%	?	-41.8%
Cc1ccc(CSc2ccc(S(=O)(=O)N3CCOCC3)cn2)cc1	-2.2%	-27.2	nt	nt	13.6%	0.5%	nt	-3.0%	6.8%	nt	nt
CCOc1ccc(NC(=O)CN(C)C(=O)CCSc2ccc(F)cc2)cc1OCC	-5.9%	3.5	nt	nt	-9.2%	2.2%	nt	0.2%	3.5%	nt	nt
O=C(CSc1nc(-c2ccco2)cc(C(F)(F)F)n1)N1CCN(c2cccc(Cl)c2)CC1	-2.4%	-4.6	0.7%	-12.4%	?	-3.2%	-1.8%	2.4%	0.0%	-13.5%	?
CCCCCCn1c(SCCC)nc2c1c(=O)[nH]c(=O)n2C	3.9%	5.1	-2.1%	3.6%	?	8.7%	-19.7%	11.3%	-9.0%	-1.3%	-12.6%
CC1(C2CC2)NC(=O)N(CC(=O)Nc2ccc(F)cc2F)C1=O (centres undefined)	-3.5%	0.1	nt	nt	15.6%	-1.0%	nt	-1.1%	0.8%	nt	nt
CCOc1ccc(C(=O)Nc2ccccc2N2CCOCC2)cc1	-2.4%	nt	-5.5%	-2.5%	18.1%	-0.8%	-1.0%	2.1%	?	0.8%	-19.3%
CCn1cc(CNCc2cn(-c3ccccc3C)nc2-c2ccc(OC)c(F)c2)cn1	3.4%	1.8	0.2%	11.1%	-17.3%	0.7%	0.2%	-1.6%	-0.8%	3.5%	-11.4%
N=c1c(C(=O)NCC2CCCO2)cc2c(=O)n3ccccc3nc2n1Cc1cccnc1 (centres undefined)	-0.4%	-12.0	3.1%	?	-3.4%	-3.1%	0.4%	1.0%	-0.5%	-0.7%	-29.9%
CC(C)(C)NC(=O)CSc1nncn1NCc1c(Cl)cccc1Cl	-3.5%	-32.8	-3.9%	-2.6%	-15.5%	0.4%	-4.8%	-6.7%	0.2%	-12.9%	?
O=C(c1ccc(CS(=O)Cc2ccccc2Cl)o1)N1CCN(C2CCCCC2)CC1 (centres undefined)	-3.9%	14.4	-15.9%	-6.1%	6.1%	-5.6%	nt	-10.7%	2.3%	3.8%	-1.8%
O=C(NNc1cccc(Cl)n1)c1ccc(Cl)nc1	0.8%	-11.1	12.3%	1.2%	16.8%	0.7%	-1.2%	0.9%	0.9%	11.2%	-2.7%
CCCCN(CCCC)/C(N)=N/c1nc(C)cc(C)n1	-7.5%	-10.1	-2.2%	1.1%	-1.4%	-1.8%	0.9%	2.8%	-1.6%	0.0%	-42.0%
C=CCOc1c(Cl)cc(C2NC(=O)NC(C)=C2C(=O)OC)cc1Cl (centres undefined)	-0.8%	-17.8	23.2%	6.6%	-11.6%	0.8%	0.5%	9.5%	3.9%	-0.1%	-41.2%
The results go on.
SMILES	Rab9 promoter act	KCNH2 3.1 inh	Menin MLL FP TR	MBNL1-CUG inh	ELG1 repair inh	NPC1 promoter act	PKM2 act	Mito fusion act	FLuc modulator	Gal4-VP16 FLuc	RORgamma inh
C[C@H]1CN=C(Nc2ccccc2)N1CCCC1CCCCC1	-6.5%	7.1	-18.3%	-5.0%	0.6%	-4.2%	-0.1%	-4.3%	1.3%	-0.2%	-5.0%
Cc1ccc(Cn2nc(C)c(NC(=O)c3cc(-c4ccc5c(c4)OCO5)on3)c2C)cc1	2.0%	-26.9	14.8%	5.2%	-23.1%	-4.2%	7.0%	-7.8%	3.9%	?	?
Nc1nc[nH]c(=O)c1N=Cc1ccccc1	-4.3%	10.8	nt	?	1.2%	1.9%	-5.4%	2.0%	-1.9%	2.4%	-6.1%
COc1ccc(Oc2nnnn2-c2ccccc2)cc1	-4.1%	10.3	-12.5%	?	?	1.1%	-3.0%	1.6%	?	17.7%	-35.4%
COc1cccc(NC(=O)c2ccccc2-c2nc(-c3ccccc3)no2)c1	-1.2%	-2.9	25.5%	-0.3%	-26.7%	-0.2%	-0.8%	-3.9%	?	1.8%	?
CCc1ccc2c(CN3CCC(C(=O)OC)CC3)cc(=O)oc2c1	1.9%	-5.4	?	-2.8%	18.5%	2.2%	nt	9.8%	?	2.7%	19.9%
CN1C(=O)/C(=C/c2ccco2)SC1=Nc1ccc(N2CCOCC2)cc1	14.1%	6.6	7.9%	?	?	8.5%	-2.7%	1.3%	-12.5%	4.3%	-29.3%
CC1CCCN(C(=O)CN2CCC(c3nc4ccc(Cl)cc4[nH]3)CC2)C1 (centres undefined)	-5.7%	-7.2	nt	-10.3%	?	-0.2%	-14.4%	-5.9%	0.5%	-7.7%	-35.2%
Cc1cccc(-n2ncc3c(NCCCN4CCCC4=O)ncnc32)c1	?	-0.7	-4.2%	-4.7%	?	?	4.2%	nt	?	?	-19.3%
Cc1nc([N+](=O)[O-])c(Br)n1Cc1ccc(Cl)c(Cl)c1	-54.4%[inhibitor]	-0.9	29.3%	-0.1%	?	-40.7%[inhibitor]	15.3%	10.1%	0.6%	?	7.08µM*
CCOc1ccc(NS(=O)(=O)c2ccc(C(=O)NCC(c3cccs3)N3CCOCC3)cc2)cc1 (centres undefined)	-4.1%	-10.3	nt	nt	-0.3%	-3.6%	nt	-6.9%	5.0%	nt	nt
COc1cc(C(O)P(=O)(OC(C)C)c2ccc(N(C)C)cc2)cc(OC)c1OC (centres undefined)	-0.2%	-6.6	-15.2%	0.0%	-1.6%	0.4%	-0.4%	-2.0%	1.7%	0.5%	-7.4%
CCN(CC)S(=O)(=O)c1ccc(C(=O)OCC(=O)NCc2ccco2)cc1	-0.9%	-30.2	14.2%	0.9%	4.7%	-3.5%	1.1%	-3.4%	-0.5%	6.0%	-10.9%
Cc1ccc(C)c(N=Cc2ccc(-c3ccc([N+](=O)[O-])cc3)o2)c1	0.9%	-3.3	?	11.9%	-5.1%	-7.5%	-29.5%	-0.1%	-1.6%	6.5%	9.9%
Cc1ccccc1NC(=O)Cc1nc(COC(=O)C(C)C)cs1	12.9%	13.2	-16.9%	11.7%	9.5%	4.1%	-0.3%	1.5%	0.5%	-4.8%	-4.8%
